Assay outcomes: PubChem BioAssay, University of Kansas High Throughput Screening Laboratory
mHTT CaM bind – inhibitors of human mutant huntingtin-calmodulin interaction. P42858. AlphaScreen His-mHTT/GST-CaM binding, luminescence. inhibition, % at 15 µM. 190,000 compounds, 3.6% hits. AID 1671202;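 note: 0% = both proteins with DMSO and 100% = one protein alone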
Pf apPOL inh – Pf-apPOL DNA polymerase inhibition; Recombinant Pf-apPOL, molecular beacon fluorescence, 1.5 h; inhibition, % at 10 µM; 210,000 compounds, 0.25% hits; AID 1794808
* hit, by the source's call; i = inactive; . = not tested or not shown; & = joins results of further samples. Cut-off read from the data, not from the text of the source: active = inhibition above about 50%; inactive = the rest.

The line under a structure holds: mHTT CaM bind, Pf apPOL inh
CC(=O)OCC1OC(n2cnc3c(=O)[nH]c(N)nc32)C(OC(C)=O)C1OC(C)=O (centres undefined)
→ -7, .
C=C(C)COc1ccc2c(c1)OC(=Cc1ccco1)C2=O
→ 26, -2
Cc1nnc2c3cnn(-c4ccccc4)c3nc(C)n12
→ 0, 4
COc1cc(CC(=O)N2CCCC2c2ccc(C)cc2)cc(OC)c1OC (centres undefined)
→ 1, 4
COC(=O)C1=COC(O)C2C(CO)=CCC12 (centres undefined)
→ ., -14
CCN1CCN(c2ccc(C(=O)OC)cc2NC(=O)Cc2ccc(F)cc2)CC1
→ 4, 6
CCCCOc1ccc(NC(=O)C2CC2)cc1
→ -5, -2
CC(C)c1nc2c(c(=O)n1CC(=O)Nc1cccc(F)c1)CCN(Cc1ccccc1)C2
→ 84*, -4
CCN1CCc2nc(-c3ccc(F)cc3)n(CC(=O)N3CCCc4ccccc43)c(=O)c2C1
→ 35, -4
COc1ccc(C2=NC(C(C)C)NC(c3cc(Br)ccc3O)C2)cc1 (centres undefined)
→ 18, -4
Cc1cccc(OCC(=O)N2CCC3(CC2)NC(=O)N(Cc2ccc(Cl)cc2)C3=O)c1
→ 21, -7
COc1ccc(Cl)cc1NC(=O)CSc1nc2ccccc2o1
→ -4, 0
COc1cc2ncnc(Sc3ccc(C)cc3)c2cc1OC
→ ., -36
Cc1ccc2oc(-c3ccc(NC(=O)c4cccc([N+](=O)[O-])c4)cc3)nc2c1
→ -3, 15
O=C1Nc2ccccc2/C1=N/N1C(=O)CNC1=O
→ i, .
Cc1nn2c(=O)/c(=C/c3cn(-c4ccccc4)nc3-c3ccc(OC(C)C)cc3)sc2nc1=O
→ 1, 1
c1coc(CN2CCC(c3nc(-c4cnccn4)n[nH]3)CC2)c1
→ 5, 0
CCCCN(C)Cc1cc(Br)c(O)c(OC)c1
→ -7, 1
Cc1nc2ccccc2c(=O)n1-c1ccc(NC(=O)c2ccoc2)cc1
→ 7, -2
CSc1cccc2sc(N(CCN(C)C)C(=O)c3cccs3)nc12
→ -6, -9
Cc1ccc(NS(=O)(=O)c2c(C)n(C)c(=O)n(C)c2=O)cc1F
→ -3, -3
CC(C)CC(=O)N1CCN(C(C(=O)N2CCC(C)CC2)C2CCCC2)CC1 (centres undefined)
→ 7, -1
Cc1cccc(CNC(=O)C2CCN(c3ccc(Cl)c(C)c3)C2=O)c1 (centres undefined)
→ 1, -2
COc1ccc(C(=O)c2ccc(N3CCN(C)CC3)c([N+](=O)[O-])c2)cc1
→ 17, -10
C=CCC1Cc2ccccc2N1 (centres undefined)
→ 3, -4
CCn1ccc(C(=O)N2CCC(n3c(C4CCCC4)nc4cccnc43)C2)n1 (centres undefined)
→ 1, -2
O=C1c2ccc([N+](=O)[O-])cc2C(=O)N1CNc1ccc(Br)cc1
→ 3, 3
COc1cc2c(cc1OC)CN(C(=O)C(C)n1nc(-c3ccc(F)cc3)ccc1=O)CC2 (centres undefined)
→ 4, -2
CC1CCN(CC2CCN(S(=O)(=O)c3cccc(C(F)(F)F)c3)CC2)CC1
→ -17, 0
CSc1ccccc1NS(=O)(=O)c1cc2c(s1)CCN(C(=O)C1CC1)C2
→ 10, -3
CCOc1ccc(C2C(=O)N(C3CCCCC3)CC(=O)N2CCC2=CCCCC2)cc1OC (centres undefined)
→ 28, -7
Cn1nc(-c2nc(-c3ccccc3)no2)c2c1CCN(C(=O)c1cccs1)C2
→ 21, 0
O=C(C1CCCN(c2ccc(-n3ccnc3)nn2)C1)N1CCN(c2ccccn2)CC1 (centres undefined)
→ -6, -3
CCOC(CC)CNc1c([N+](=O)[O-])c(=O)n(C)c2ccccc12 (centres undefined)
→ 4, 0
CCNc1nc(NCC)n2c(SCC(=O)c3ccccc3OC(F)F)nnc2n1
→ 8, -1
COc1ccc(/C(N)=N/OC(=O)c2ccc3c(c2)OCO3)cc1OC
→ i, 6
COc1cccc(Oc2coc3cc(OC(=O)C=Cc4ccccc4)ccc3c2=O)c1
→ 62*, -6
C=CCNC(=O)c1cc(OCC)c(OCC)c(OCC)c1
→ 0, -1
O=C(CC1CCN(S(=O)(=O)c2ccc(Cl)s2)CC1)NCCc1ccco1
→ 32, 4
Cc1ccc(-c2noc(C3CCN(CC(=O)Nc4cc(F)ccc4F)CC3)n2)cc1
→ -6, -4
Oc1ccc(-c2cnc3ccncc3n2)cc1
→ -3, .
COc1ccc(C(=O)Nc2ccccc2SC)nn1
→ -16, -3
Cc1cccc(-n2c(-c3ccccc3)cn3c4c(=O)n(C)c(=O)n(C)c4nc23)c1
→ -1, -5
O=C(Cc1ccc(Br)cc1)Nc1cccc([N+](=O)[O-])c1
→ 7, -5
O=C1N=C(N2CCCC2)S/C1=C/c1cccc(O)c1
→ -7, 0
Cc1ccc(N2CC(C(=O)NC3CC3)CC2=O)cc1Cl (centres undefined)
→ -10, -7
COc1ccc(NC(=O)N2CCCCC2c2cccnc2)cc1 (centres undefined)
→ -5, -3
O=C(CCN1CCc2ccccc2C1)Nc1ccc2c(c1)CCC2
→ 3, -1
Cn1nc2c(c1NC(=O)C1(c3ccc(Cl)cc3)CCCC1)CCC2
→ -11, 0
COc1ccc(-n2nc3c(c2NC(=O)c2ccc4c(c2)OCO4)CSC3)cc1
→ 30, -7
Cc1c(C(=O)N2CCN(C)CC2)sc2ncn(Cc3ccccc3F)c(=O)c12
→ -2, 0
Cc1nn(-c2ccc(Cl)cc2)c(=O)c2c(C)noc12
→ ., -6
O=C(NCCc1cccs1)c1ccc2c(c1)nc1n2CCCCC1
→ 7, -7
Fc1ccc(C2N(Cc3ccccc3)CCN2Cc2ccccc2)cc1
→ -5, .
Cc1ccc(N2CCN(C(=O)c3ccc(F)cc3)C(C)C2=O)cc1 (centres undefined)
→ -3, -5
CCN(CC)CCN1C(=O)C(=O)C(=C(O)c2ccc(OC)cc2)C1c1ccncc1 (centres undefined)
→ 0, -4
CCc1cc2c(=O)c(-c3nc4ccccc4n3C)c(C(C)(C)C)oc2cc1O
→ -6, 3
C=CCNC(=O)c1ccc(OC)c([N+](=O)[O-])c1
→ -2, -4
O=C(CCc1ccccc1)N1CCC2(C1)Nc1cccnc1NC2=NC1CCCC1 (centres undefined)
→ 24, -2
Cc1ccc(CS(=O)(=O)CCC(=O)NCc2cccs2)cc1
→ -5, -6

The results go on:
The line under a structure holds: mHTT CaM bind, Pf apPOL inh
COc1ccc(-n2ccn3cc(-c4cccc(OC)c4)nc3c2=O)cc1
→ -4, -2
O=C1NCCCn2nc(C3CCN(C(=O)c4n[nH]c5ccccc45)CC3)cc21
→ 1, -2
CCCN(CCC)C(=O)NC1(C(F)(F)F)Oc2ccccc2O1
→ 4, -6
CCN1CCN(C(=O)c2ccc(CN3CCN(c4ccc(C)cc4)CC3)o2)CC1
→ 17, -10
CN(C)c1nc2c(c(=O)[nH]c(=O)n2C)n1CC(O)COc1ccc(Cl)cc1 (centres undefined)
→ 1, 8
COCC(=O)N1CCc2c(c(C(=O)NCc3ccccc3)nn2C)C1
→ 19, 2
Cc1c(C(=O)NCc2ccccn2)oc2ccc(S(=O)(=O)N3CCCCC3)cc12
→ 58*, -10
CCOc1ccc2nc(SCC(=O)Nc3ccc(O)c(C(=O)O)c3)[nH]c2c1
→ 7, 10
O=C(Nc1ccccc1C(=O)NC1CCCCC1)c1ccc(F)cc1
→ 1, -6
O=C(Nc1nccs1)c1cc2cc([N+](=O)[O-])ccc2oc1=Nc1ccc(F)cc1
→ 1, -3
O=C(NC1CC1)c1ccc(OCC2CCN(C(=O)c3cccc(Cl)c3)CC2)cc1
→ 29, 1
CC(=O)Nc1ccc(S(=O)(=O)N2CCN(C/C=C/c3ccccc3)CC2)cc1
→ 24, -5
O=C(NCc1cccnc1)c1ccc(Br)c(S(=O)(=O)N2CCCCC2)c1
→ 1, -1
Cc1nc(C(F)(F)F)ccc1-c1nnc(SCc2ccc(OC(F)(F)F)cc2)o1
→ ., -5
COc1ccc(-c2c(C(F)(F)F)oc3cc(OC)ccc3c2=O)cc1
→ -6, -2
Cc1ccnc(N2CCC(C(=O)NCCCN3CCCCC3)CC2)n1
→ -18, -4
COc1ccc(CCNC(=O)C(=O)NCC2COC3(CCCCC3)O2)cc1OC (centres undefined)
→ -1, -2
CN1CCC(N(C)Cc2ccc(Cl)c(Cl)c2)CC1
→ 0, -6
O=C(CCC1=NS(=O)(=O)c2ccccc2N1)NCc1ccc2c(c1)OCO2
→ 0, 2
Cc1cc2[nH]c(C(=O)Nc3c(F)cccc3F)c(CN3CCCC3)c2s1
→ 56*, 3

A second format for 4 compounds above:
structure: COc1ccc(CCNC(=O)C(=O)NCC2COC3(CCCCC3)O2)cc1OC (centres undefined)
  mHTT CaM bind = -1 | Pf apPOL inh = -2
structure: CN1CCC(N(C)Cc2ccc(Cl)c(Cl)c2)CC1
  mHTT CaM bind = 0 | Pf apPOL inh = -6
structure: O=C(CCC1=NS(=O)(=O)c2ccccc2N1)NCc1ccc2c(c1)OCO2
  mHTT CaM bind = 0 | Pf apPOL inh = 2
structure: Cc1cc2[nH]c(C(=O)Nc3c(F)cccc3F)c(CN3CCCC3)c2s1
  mHTT CaM bind = 56* | Pf apPOL inh = 3

As a short view, 2 of the compounds above:
The line under a structure holds: mHTT CaM bind, Pf apPOL inh
COc1ccc(-n2ccn3cc(-c4cccc(OC)c4)nc3c2=O)cc1
→ -4, -2
O=C1NCCCn2nc(C3CCN(C(=O)c4n[nH]c5ccccc45)CC3)cc21
→ 1, -2

(list continues)
The line under a structure holds: mHTT CaM bind, Pf apPOL inh
COc1ccc(-c2ncccc2CNC(=O)C2CCCC2)cc1
→ -5, -8
O=C1OCCN1C(=O)[C@H]1[C@H](c2ccc(F)cc2)C(c2ccc(F)cc2)=NN1c1ccc(Br)cc1
→ 54*, -6
COC(=O)c1ccc(NS(=O)(=O)c2ccc3[nH]c4c(c3c2)CCCC4)cc1
→ 38, 1
O=C(NCC1OCCc2ccccc21)c1ccccc1Br (centres undefined)
→ -2, 2
CC(C)[C@H]1COC(c2cc(Cl)cc(Cl)c2)=N1
→ 2, 1
Cc1nc(N2CCCCC2)c2c(C)c(C(=O)O)sc2n1
→ 3, 0
O=C(NCCN1CCCC1)C1CCCN(C(=O)Cc2cccc3ccccc23)C1 (centres undefined)
→ 6, 3
Cc1ccc(C(=O)N2CC3CC(NC(=O)c4cccs4)C2C3)s1 (centres undefined)
→ -1, -3
COCCN1CCC(N2CCCN(C(=O)c3ccc4ncccc4c3)CC2)C1=O (centres undefined)
→ 11, -23
O=c1[nH]c2ccc(N=Cc3cc(Br)cc(Cl)c3O)cc2[nH]1
→ 3, -4
COc1ccc2cc3cc(C(=O)Nc4cc(C)c(Cl)cc4OC)oc3nc2c1
→ -6, -1
O=C1CC(c2cccs2)CC2=C1C(c1cc3c(cc1Cl)OCO3)Nc1ccccc1N2 (centres undefined)
→ 14, -10
N#CC1=C(N)Oc2cc(O)c(Cl)cc2C1c1ccc(F)cc1 (centres undefined)
→ 7, 19
COc1ccc(-c2cc(C(F)(F)F)n3ncc(C(=O)NC4CCCC4)c3n2)cc1
→ -4, -2
Cc1cc(=O)[nH]c2nnc(C)n12
→ -2, 0
CC(C)NC(=S)NC(=O)C1CCCCC1
→ -5, .
CCC(C)NC(=O)C1(C)CCC(=O)N1Cc1ccccc1OC (centres undefined)
→ -1, -5
CCN(CC)S(=O)(=O)N1CCCC(C(=O)NCCc2ccc(Cl)cc2)C1 (centres undefined)
→ 6, -13
O=C(NCc1ccc2c(c1)OCO2)c1cnn2c3c(cnc12)CCCCCC3
→ 2, -2
Cc1ccc(Oc2nccnc2N2CCC(C(=O)Nc3cccc(F)c3)CC2)cc1
→ 8, -6
CN1C(=O)C(C)(C(=O)Nc2cccc(C#N)c2)Oc2cccnc21 (centres undefined)
→ -3, 2
CN1c2ccc(F)cc2C(=O)NC12CCN(C(=O)NC1CCCCC1)CC2
→ 0, -3
Cc1ccc(C=CS(=O)(=O)N2CCN(c3ccc4nncn4n3)CC2)cc1
→ 19, -2
CCCn1c(=O)c2[nH]c(-c3ccc(S(=O)(=O)O)cc3)nc2n(CCC)c1=O
→ ., 12
O=C(c1ccccc1)N1CCc2c(nc3cc(-c4ccccc4Cl)[nH]n3c2=O)C1
→ -4, -1
CCCC1CCC2(CCCN2CCOC(=O)NCc2ccccc2)CC1 (centres undefined)
→ 6, -5
CCNc1nc(SCCOc2ccccc2)nc(N(C)C)n1
→ -9, -1
O=C(OC1CCSC1)c1cc(C(F)(F)F)cc(C(F)(F)F)c1 (centres undefined)
→ ., -2
Nc1nnc(SC(Sc2nnc(N)s2)C(=O)c2ccccc2)s1
→ -1, -4
Cc1nnc(SCc2ccc([N+](=O)[O-])cc2)s1
→ -6, 0
O=C1/C(=C/c2cc([N+](=O)[O-])ccc2Cl)Sc2ccccc21
→ 22, 5
Cc1oc(C2CCC2)nc1C(=O)NC(C)c1cccnc1 (centres undefined)
→ -8, -4
O=c1oc2c(Cl)cc(Cl)cc2cc1-c1nnc(-c2cccc(F)c2)o1
→ 0, -1
O=S(=O)(Nc1nc2nccc(-c3ccccc3)n2n1)c1ccccc1
→ 5&5, 5&-1
O=C(C1CCN(C2CCN(C(=O)C3CCCCC3)CC2)CC1)N1CCOCC1
→ -8, -1
Cc1cc(C)cc(NC(=O)c2cccnc2-c2cccs2)c1
→ -1, -1
O=C(Nc1ccc(S(=O)(=O)N2CCCCC2c2cccnc2)cc1)c1cccc(F)c1 (centres undefined)
→ 14, -6
Cc1ccc(NC(=O)c2cc3nc(-c4ccco4)cc(C(F)(F)F)n3n2)cc1C
→ -1, 0
O=C(Nc1ccc2c(c1)OCO2)c1noc2c1CCCCC2
→ -3, -1
CC12c3ccccc3C(c3ccccc31)C1C(=O)N(c3ccc(C#N)cc3)C(=O)C12 (centres undefined)
→ -2, 3
O=C(Nc1ccc2oc(-c3cccnc3)nc2c1)c1ccccc1[N+](=O)[O-]
→ 1, 0
O=S(=O)(c1ccc(-c2cn3cc(Cl)ccc3n2)cc1)N1CCCCC1
→ 1, -3
